Screening results as filed in PubChem.
mIAP activ = activators of mouse IAP, primary screen, biochemical, luminescence, uHTS | intestinal alkaline phosphatase [Mus musculus] | muIAP, CDP-Star luminescence, 30 min; stronger effect = higher value; 1 = vehicle-only enzyme signal, 0 = enzyme-free wells | activation factor at 10 µM | hit rate 0.24% among 330,000 | AID 2805, 2010;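 active = activation factor of at least 2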; also: the source names both 10 and 20 µM as test concentration; values of inactives mirror those of a sister screen read the other way
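Assay system: mouse IAP enzyme; reagent: chemiluminescent substrate CDP-Star; dosing: test compounds delivered from DMSO solution; schedule: 30 min at room temperature; measured by: luminescence from enzymatic CDP-Star hydrolysis; controls: DMSO-only wells and no-enzyme negative control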
hIAP activ = human IAP activators, primary screen, biochemical, luminescence, uHTS. activation factor at 10 µM. purified human IAP, CDP-Star luminescence, 30 min; stronger effect = higher value; 1 = vehicle-only enzyme, 0 = enzyme-free background. Intestinal-type alkaline phosphatase (Homo sapiens), P09923. hit rate 0.16% among 330,000. AID 2524, 2010;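 active = activation factor of the enzyme at least 2-fold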; also: the source names both 10 and 20 µM as test concentration; values of inactives mirror those of a sister screen read the other way
PfG6PD inh = PfG6PD enzyme inhibitors, primary screen, biochemical, fluorescence intensity, uHTS | inhibition, % at 20 µM | hit rate 0.78% among 350,000 | AID 504690, 2011 | PfGluPho enzyme, NADPH resazurin-diaphorase fluorescence | glucose-6-phosphate dehydrogenase-6-phosphogluconolactonase (Plasmodium falciparum 3D7);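 active = inhibition reaching at least a set limit at 20 µM in the primary screen, cut at about 59% in these data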;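 also: 0% = DMSO wells with substrate and 100% = DMSO wells lacking glucose-6-phosphate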
HKDC1 inh = HKDC1 hexokinase inhibitors, primary screen, biochemical, fluorescence, uHTS | Q2TB90 | recombinant HKDC1, G6PDH/diaphorase resazurin coupled fluorescence | inhibition, % at 20 µM | hit rate 0.16% among 340,000;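 active = inhibition above about 35% when tested at 20 µM, limit read from the data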;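 also: plate controls were DMSO wells with enzyme for no effect and DMSO wells lacking enzyme for full effect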
Target sequence (Q2TB90 whole entry, looked up): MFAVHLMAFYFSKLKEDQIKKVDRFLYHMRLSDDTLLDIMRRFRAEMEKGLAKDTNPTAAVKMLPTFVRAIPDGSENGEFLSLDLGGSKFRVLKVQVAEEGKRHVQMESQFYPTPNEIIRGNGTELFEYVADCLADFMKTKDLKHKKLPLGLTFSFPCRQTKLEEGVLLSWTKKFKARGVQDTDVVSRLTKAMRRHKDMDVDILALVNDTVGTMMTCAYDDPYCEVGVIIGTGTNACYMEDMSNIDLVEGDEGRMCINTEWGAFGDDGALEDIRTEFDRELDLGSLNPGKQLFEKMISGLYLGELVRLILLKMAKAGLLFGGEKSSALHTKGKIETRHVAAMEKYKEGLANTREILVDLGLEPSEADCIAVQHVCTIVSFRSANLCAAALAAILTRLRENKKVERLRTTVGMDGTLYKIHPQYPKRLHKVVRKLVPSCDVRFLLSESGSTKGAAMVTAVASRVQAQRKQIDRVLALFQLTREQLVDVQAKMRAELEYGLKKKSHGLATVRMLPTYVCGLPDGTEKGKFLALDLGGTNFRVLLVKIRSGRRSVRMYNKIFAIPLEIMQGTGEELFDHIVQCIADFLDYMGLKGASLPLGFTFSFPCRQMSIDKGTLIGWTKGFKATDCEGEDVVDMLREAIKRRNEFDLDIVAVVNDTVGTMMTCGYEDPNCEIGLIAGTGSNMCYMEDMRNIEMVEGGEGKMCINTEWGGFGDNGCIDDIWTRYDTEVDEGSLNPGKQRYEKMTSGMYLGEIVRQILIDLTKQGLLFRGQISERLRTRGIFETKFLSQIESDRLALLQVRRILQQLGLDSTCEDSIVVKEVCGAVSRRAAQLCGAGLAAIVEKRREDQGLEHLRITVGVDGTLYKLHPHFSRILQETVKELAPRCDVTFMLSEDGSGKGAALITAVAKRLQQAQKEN
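Test system: recombinant HKDC1 (HK5) hexokinase enzyme, produced in-house; Amount: enzyme 5 µg/mL final; Buffer or medium: Tris pH 8.0 buffer with MgCl2, Tween-20, BSA, BME; Reagent: glucose and ATP substrates; Doses: 20 µM test compound, 1% DMSO; Incubation: 90 min reaction incubation at room temperature, dark; Detection: resorufin fluorescence at 613 nm.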
mIAP inh = inhibitors of mouse IAP, primary screen, biochemical, luminescence, uHTS; hit rate 0.2% among 330,000; AID 2806, 2010; inhibition, % at 10 µM; purified mouse IAP, CDP-Star luminescence, 30 min; intestinal alkaline phosphatase [Mus musculus];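 active = inhibition of at least 40% at 10 µM in the primary screen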;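 also: plate controls were DMSO with enzyme for no effect and no enzyme wells for full effect; values of inactives mirror those of a sister screen read the other way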
hIAP block = human IAP inhibitors, primary screen, biochemical, luminescence, uHTS; purified IAP, CDP-Star luminescence, 30 min; inhibition, % at 10 µM; hit rate 0.12% among 330,000;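 active = inhibition reaching a set limit with compound at 10 µM in the primary screen, cut at about 35% in these data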;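 also: plate controls were DMSO wells with enzyme for no effect and no-enzyme buffer wells for full effect; values of inactives mirror those of a sister screen read the other way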
ATG4B inh = ATG4B protease inhibitors, primary screen, biochemical, fluorescence, uHTS; Cysteine protease ATG4B (Homo sapiens), Q9Y4P1; ATG4B cleavage of LC3-PLA2, NBD-HPC fluorescence, 1 h; inhibition, % at 8.33 µM; hit rate 0.51% among 340,000; in the data active = inhibition above about 40%
A3A deaminase = APOBEC3A ssDNA deaminase inhibitors, primary screen, selectivity assay for APOBEC3G inhibitor project, biochemical, FAM/TAMRA oligo cleavage fluorescence; recombinant A3A, FAM/TAMRA ssDNA deamination fluorescence; AID 493011, 2011; hit rate 0.41% among 330,000; inhibition, % at 20 µM; DNA dC->dU-editing enzyme APOBEC-3A (Homo sapiens), P31941;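 active = at least 40% inhibition at 20 µM here, with at most 30% in a related deaminase screen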;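 also: plate controls were A3A with DMSO for no effect and wells lacking A3A enzyme for full effect; some results filed as inactive read as strong as hits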
Target sequence (P31941 whole entry, looked up): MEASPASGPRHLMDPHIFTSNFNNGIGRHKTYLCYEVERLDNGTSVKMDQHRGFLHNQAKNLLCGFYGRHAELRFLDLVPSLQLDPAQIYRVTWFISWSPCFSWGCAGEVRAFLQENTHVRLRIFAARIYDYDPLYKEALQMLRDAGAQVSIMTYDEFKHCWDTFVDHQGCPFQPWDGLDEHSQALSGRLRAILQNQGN
An asterisk follows results filed as active; . = not tested or not shown; & = joins results of further samples.

SMILES	mIAP activ	hIAP activ	PfG6PD inh	HKDC1 inh	mIAP inh	hIAP block	ATG4B inh	A3A deaminase
CC(C)(C(=O)c1ccccc1)/[N+]([O-])=C/c1ccc(F)cc1	0.989	0.826	0.6	-12.0	1.1	17.4	-6.5	-2.2
O=C(COC(=O)CCC(=O)c1ccc2c(c1)OCCO2)NCc1ccc2c(c1)OCO2	1.03	1	4.9	-2.8	-2.8	-0.2	-14.0	5.0
C[n+]1c2n(c3ccccc31)N=C(c1ccccc1)CS2	0.859&0.73	0.972&1.02	-2.4&4.4	-17.5&-11.3	14.1&27.0	2.8&-1.7	2.6&-8.5	-3.9&-6.1
COc1ccc2c(c1)[nH]c1c(=O)n(Cc3ccncc3)cnc12	0.855	0.992	-14.8	-1.2	14.5	0.8	-1.3	21.9
Cc1ccc(-n2ncc3c(=O)n(-c4ccc(C)c(C)c4)c(C)nc32)cc1	1.09	0.812	1.6	-1.4	-9.2	18.8	-14.1	-2.5
Cc1c(NC(=O)Cn2[nH]c(=O)c3ccccc3c2=O)c(=O)n(-c2ccccc2)n1C	1.05	1.19	5.1	-5.7	-5.0	-18.7	-0.9	2.0
Cc1cccc(OCC(=O)NNC(=O)c2ccccc2OCc2c(C)noc2C)c1	0.922	1.56	3.0	-6.2	7.8	-55.7	5.0	2.5
Cc1ccc(S(=O)(=O)N2C[C@@H]3[C@H]4CC[C@H](C4)[C@@H]3[C@@H](C)[C@H]2c2ccco2)cc1	0.995	.	4.1	10.7	0.5	.	0.0	1.1
O=C(NC(=S)Nc1ccc(NC(=O)c2cccs2)cc1)c1ccc([N+](=O)[O-])cc1	0.796	1.01	-2.5	-14.1	20.4	-1.0	-2.9	-3.5
N#Cc1c2c(nc(N)c1-c1ccccc1)CCCCC2	0.87	0.969	0.1	-8.1	13.0	3.1	5.9	-7.0
CSc1ccccc1NC(=O)c1ccc(N2CCCC2=O)cc1	1.01	0.922	-1.3	-2.3	-1.4	7.8	1.6	-2.3
COc1ccccc1NC(=O)COC(=O)CCC(=O)c1cccs1	1.06	0.856	1.3	-1.9	-6.0	14.4	-3.6	1.6
CCCCCCC(=O)Oc1cccc(N2C(=O)C3CCCCC3C2=O)c1 (stereo not given)	1.05	0.956	-13.2	-3.5	-4.7	4.4	-2.5	-3.8
O=C(COc1ccccc1Cl)NCCNC(=O)c1ccccn1	0.949	1.02	-13.0	-1.3	5.1	-2.2	-15.6	0.4
CCn1cc(C(=O)O)c(=O)c2cc(F)c(N/N=C/c3ccccc3)cc21	0.985	1.09	-0.4	-6.8	1.5	-9.1	-13.6	-3.9
CCOC(=O)c1cnc(SCC(=O)OCC(=O)N(CC)C2CCS(=O)(=O)C2)nc1N (stereo not given)	0.912	0.974	-3.8	-6.7	8.8	2.6	7.3	4.4
CN(Cc1ccccc1)C(=O)CCS(=O)(=O)c1ccc2c(c1)oc(=O)n2C	1.03	0.92	5.8	-5.2	-3.0	8.0	5.1	-3.3
C/C(=C\c1ccccc1)C(=O)n1nnc2ccccc21	0.971	0.954	-6.0	8.4	2.9	4.6	3.8	2.9
COc1cccc2cc(-c3ccnc(=S)[nH]3)oc12	0.974	0.899	.	.	2.6	10.1	.	-2.4
Cc1cc(N/N=C/c2ccccc2F)nc(NCc2ccccc2)n1	0.903	0.916	-4.2	0.0	9.7	8.4	58.5*	-3.7
Cc1cc(F)ccc1NC(=O)CCc1ccc(S(=O)(=O)N2CCOCC2)cc1	1.01	0.994	1.6	6.1	-0.8	0.6	0.7	3.8
O=S1(=O)CCC(SCc2nc3sccn3c2Br)C1 (stereo not given)	1.12	1.22	-13.3	-7.8	-12.0	-21.9	-12.3	-8.6
Cc1ccc(C(=O)O)cc1NC(=O)Nc1ccc2c(c1)OCO2	0.942	0.985	-10.0	-1.4	5.8	1.5	-5.0	-3.5
COc1ccc(-n2c(=O)cc(N3CCOCC3)[nH]c2=O)cc1	1.01	0.857	-3.1	-12.7	-1.3	14.3	-6.4	-3.2
CCc1ccc(N2CC(C(=O)Nc3cccc(S(=O)(=O)N4CCCC4)c3)CC2=O)cc1 (stereo not given)	1.08	0.942	7.1	0.3	-8.3	5.8	-14.7	9.5
Cc1ccc(CSCC(=O)NCCCN2CCOCC2)cc1	0.931	1.55	-8.8	3.3	6.9	-54.6	-0.8	-2.2
CC1(C)Cc2ccccc2C(c2cc3ccccc3oc2=O)=N1	0.98	1.11	0.5	-7.7	2.0	-10.6	-1.3	-15.7
CCCCN1CCNC1=S	1.03	1.03	17.1	-8.1	-2.6	-3.3	5.9	-2.7
CC1CCCN(C(=O)Cn2nnc(-c3ccc(F)cc3)n2)C1 (stereo not given)	0.997	0.989	-10.5	-5.2	0.3	1.1	1.1	1.9
C=CCn1c(=O)c(C(=O)Nc2ccccc2O)c(O)c2ccccc21	0.846	0.948	3.9	-3.1	15.4	5.2	-6.8	-0.8
O=C(Nc1cccc(O)c1)N1CCOCC1	0.984	1.04	-5.2	-9.2	1.6	-3.9	-4.0	-4.5
COCCN(C(=O)CSc1nnc(-c2ccccc2OC)o1)c1c(N)n(CC(C)C)c(=O)[nH]c1=O	0.959	0.968	-1.1	-0.9	4.1	3.2	-7.4	1.2
O=C(NC1CCCCCCC1)c1cccc(S(=O)(=O)N2CCOCC2)c1	1.05	1.16	5.4	-6.4	-4.8	-16.1	-3.7	0.2
Cc1ccccc1NC(=O)NC1(C(=O)N2CCOCC2)CCCCC1	1.05	0.968	-4.5	-6.0	-5.5	3.2	-1.5	0.4
CCCCc1ncc(CN2CCN(Cc3ccc(C)cc3)C(CCO)C2)[nH]1 (stereo not given)	1.01	1.1	-3.2	-23.8	-1.4	-10.4	-2.7	5.4
NC(=O)CSc1oc(-c2ccco2)nc1S(=O)(=O)c1ccc(Cl)cc1	0.807	0.948	1.8	-4.0	19.3	5.2	-1.6	-3.9

Four of these compounds in a different format.
molecule | mIAP activ | hIAP activ | PfG6PD inh | HKDC1 inh | mIAP inh | hIAP block | ATG4B inh | A3A deaminase
CC1(C)Cc2ccccc2C(c2cc3ccccc3oc2=O)=N1 | 0.98 | 1.11 | 0.5 | -7.7 | 2.0 | -10.6 | -1.3 | -15.7
Cc1ccc(CSCC(=O)NCCCN2CCOCC2)cc1 | 0.931 | 1.55 | -8.8 | 3.3 | 6.9 | -54.6 | -0.8 | -2.2
NC(=O)CSc1oc(-c2ccco2)nc1S(=O)(=O)c1ccc(Cl)cc1 | 0.807 | 0.948 | 1.8 | -4.0 | 19.3 | 5.2 | -1.6 | -3.9
Cc1ccccc1NC(=O)NC1(C(=O)N2CCOCC2)CCCCC1 | 1.05 | 0.968 | -4.5 | -6.0 | -5.5 | 3.2 | -1.5 | 0.4

Further compounds
SMILES	mIAP activ	hIAP activ	PfG6PD inh	HKDC1 inh	mIAP inh	hIAP block	ATG4B inh	A3A deaminase
CCn1cc(S(=O)(=O)CC(=O)Nc2ccc3c(c2)OCCO3)c2ccccc21	1.05	1.17	25.1	4.1	-5.3	-17.2	-17.2	5.0
CCCCn1c(N)c(N(CC)C(=O)C2CCN(C(=O)c3ccccc3C)CC2)c(=O)[nH]c1=O	1.08	0.917	-5.6	-7.0	-8.2	8.3	-2.5	-0.6
O=C(O)CC1C(=O)NCCN1Cc1ccc(F)c(F)c1 (stereo not given)	0.994	1.04	-14.7	0.3	0.6	-4.4	1.4	-0.8
S=C(NCCN1CCOCC1)Nc1cccc2ccccc12	1.11	0.993	-0.8	-6.2	-11.4	0.7	-11.1	4.1
COc1ccccc1CNc1nc2nc(C)cc(=O)n2[nH]1	1.08	1.1	-0.2	-2.6	-8.1	-10.5	-1.6	-2.0
CCCCn1c(N)c(N(CCC(C)C)C(=O)C2=NN(c3cc(C)ccc3C)C(=O)CC2)c(=O)[nH]c1=O	0.955	1.1	2.8	-4.6	4.5	-10.1	-0.7	14.3
COc1ccccc1N1C(=O)c2ccccc2NC1C(OC)OC (stereo not given)	0.929	1.18	-11.3	-1.2	7.1	-17.6	-6.1	-1.2
Cc1ccc(Cn2ccc(NC(=O)c3nc4ncccn4n3)n2)cc1	1.05	1.1	0.8	1.5	-5.4	-10.4	-0.3	-3.9
COc1ccc(N2CCN(S(=O)(=O)c3cccc(C(F)(F)F)c3)CC2)cc1	0.945	0.923	4.1	-3.2	5.5	7.7	-5.9	-3.4
COC(=O)c1ccccc1C(=O)N1CCOCCOCCOCC1	1.01	0.984	4.2	-12.0	-1.2	1.6	6.0	-3.0
CC1(C)Cc2c(sc3nc(SCC(=O)O)nc(N)c23)CO1	1	0.897	-4.7	-2.8	-0.1	10.3	-1.6	-3.4
COc1ccc(N2C(=O)C3ON(C4SC(=S)N(C)C4(C)C)C(c4ccc([N+](=O)[O-])cc4)C3C2=O)cc1 (stereo not given)	1.12	0.988	-2.9	-3.6	-12.0	1.2	-15.8	-1.7
CCC(Sc1nc2ccccc2c(=O)n1CC1CCCO1)C(=O)NCc1cccnc1 (stereo not given)	0.955	1.06	-4.5	-0.7	4.5	-5.6	-5.4	2.5
Cn1cnnc1SCC(=O)Nc1cccc(S(=O)(=O)N2CCOCC2)c1	0.997	0.987	0.1	-0.5	0.3	1.3	7.7	3.6
O=C(O)c1sccc1SCc1ccc(Cl)cc1Cl	0.953	0.866	-34.8	0.7	4.7	13.4	18.5	-1.1
COc1ccc2oc(C(=O)N3CCN(S(=O)(=O)c4cccc([N+](=O)[O-])c4)CC3)c(C)c2c1	0.886	0.922	15.6	-4.1	11.4	7.8	-3.9	-1.5
COc1ccccc1CC(=O)Nc1ccc(S(=O)(=O)N2CCCCC2)cc1	1.01	1	-7.5	1.7	-0.9	-0.4	-7.7	0.7
Cc1oc(C(C)(C)C)cc1-c1cc(NC(=O)c2ccc([N+](=O)[O-])cc2)n[nH]1	0.859	0.793	25.2	5.0	14.1	20.7	-6.3	-0.3
CCOC(=O)C(O)(CC(=O)Nc1cc(F)ccc1C)C(F)(F)F (stereo not given)	1.03	0.993	-4.5	-1.9	-2.7	0.7	-8.9	-1.8
COc1ccc(OCCSc2ccc(S(=O)(=O)N3CCCC3)cn2)cc1	0.968	0.978	16.8	1.3	3.2	2.2	3.5	1.9
Cc1ccc(-c2cc(N)n(-c3ccc(F)cc3)n2)cc1	1	1.07	19.1	3.0	-0.5	-7.3	-4.4	-3.0
Cc1ccc(OCCOc2cccc(Br)c2)c([N+](=O)[O-])n1	0.977	0.985	16.9	-2.1	2.3	1.5	-7.4	-3.8
O=C(NC1CC1)c1ccc(NS(=O)(=O)c2ccccc2)cc1	0.925	1.12	-14.9	-4.5	7.5	-11.9	-1.1	-0.9
COc1ccc(CN2C(=O)C(Cc3ccccc3)Nc3ncnc(N4CCN(c5ccccc5)CC4)c32)cc1 (stereo not given)	0.953	0.888	10.2	3.4	4.7	11.2	-10.9	-1.7
CS(=O)(=O)N1CCC(C(=O)Nc2cccc(C(F)(F)F)c2)CC1	1.11	1.12	6.0	-5.6	-11.6	-12.2	-8.0	-6.3
